DT40 TDP1 no CPT: qHTS for Inhibitors of human tyrosyl-DNA phosphodiesterase 1 (TDP1): qHTS in cells in absence of CPT; 15% of 420,000 active; DT40 Tdp1-/- hTDP1 cells, no CPT, ATP luminescence, 48 h; AID 686978, 2013; Potency, µM (highest dose often 46.2 µM), for the others: at the top dose activity change, negative = growth inhibition, actives largely listed as inhibitors; also: nearly all actives have a fitted effect of over 55% in size
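Growth of hTDP1-complemented DT40 Tdp1-knockout cells is measured by ATP luminescence after at least 48 hr compound exposure at 37 °C, with DMSO substituting for the 20 nM CPT used in the parallel screen.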
TDP1 cell CPT: qHTS for Inhibitors of human tyrosyl-DNA phosphodiesterase 1 (TDP1): qHTS in cells in presence of CPT; Potency, µM (doses to about 46.2 µM), for inactives: at the top dose activity change, negative = growth inhibition, actives largely listed as inhibitors; chicken DT40 Tdp1-/-;hTDP1 cells + 20 nM CPT, ATP luminescence, 48 h; 12% of 420,000 active; AID 686979, 2013; also: nearly all actives have a fitted effect of over 55% in size
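Chicken DT40 Tdp1-/- cells complemented with human TDP1, 400 cells/well, exposed to compounds plus 20 nM camptothecin for at least 48 h at 37 C; viability read as ATP content by CellTiter-Glo luminescence.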
KAT2A inh: qHTS Assay for Inhibitors of GCN5L2; Histone acetyltransferase KAT2A (Homo sapiens), Q92830; GCN5L2 HAT assay, ThioGlo1 CoA-SH fluorescence; Potency, µM (titrated, usually from 58.9 µM), without a hit: at the highest dose activity change, negative = inhibition, usual class: inhibitors; 0.21% of 390,000 active; AID 504327, 2011
Target sequence (Q92830 whole entry, looked up): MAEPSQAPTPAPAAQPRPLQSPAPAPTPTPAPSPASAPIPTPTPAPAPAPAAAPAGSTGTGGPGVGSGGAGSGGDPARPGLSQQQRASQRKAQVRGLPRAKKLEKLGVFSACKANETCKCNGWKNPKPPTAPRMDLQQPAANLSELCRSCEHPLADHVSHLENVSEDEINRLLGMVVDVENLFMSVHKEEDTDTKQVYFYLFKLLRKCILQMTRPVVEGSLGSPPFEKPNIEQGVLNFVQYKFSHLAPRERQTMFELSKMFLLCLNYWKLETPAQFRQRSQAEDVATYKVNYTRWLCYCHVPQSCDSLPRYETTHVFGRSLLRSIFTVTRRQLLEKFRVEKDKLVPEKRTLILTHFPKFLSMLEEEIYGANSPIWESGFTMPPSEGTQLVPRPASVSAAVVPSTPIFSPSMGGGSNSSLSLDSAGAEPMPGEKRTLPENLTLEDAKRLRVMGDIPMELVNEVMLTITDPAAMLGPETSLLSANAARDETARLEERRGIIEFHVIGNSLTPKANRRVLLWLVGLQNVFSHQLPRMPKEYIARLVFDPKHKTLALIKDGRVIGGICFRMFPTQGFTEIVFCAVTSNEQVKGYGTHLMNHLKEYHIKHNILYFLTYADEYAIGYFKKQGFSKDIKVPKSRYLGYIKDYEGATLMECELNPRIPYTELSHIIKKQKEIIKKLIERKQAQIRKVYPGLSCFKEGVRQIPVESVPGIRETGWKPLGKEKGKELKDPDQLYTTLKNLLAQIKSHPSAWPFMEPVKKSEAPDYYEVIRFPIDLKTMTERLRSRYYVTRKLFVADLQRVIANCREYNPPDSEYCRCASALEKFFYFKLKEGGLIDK
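Fluorescence readout, Ex340nm/Em540nm: ThioGlo1 (50uM final) reacts with free CoA thiol released as 20nM GCN5L2 acetylates H3(1-25) peptide (75uM) using acetyl-CoA (70uM). Compound and enzyme sat 15 min beforehand; 20 min room-temperature reaction.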
Numbers without * were called inactive; ? = inconclusive; . = no result given; & = joins results of further samples; [ ] = dose if it differs, or a comment. Calls follow the shape of the dose curve; as a rule, active = well fitted curve in the direction sought with a large enough effect; inconclusive = small, poorly fitted or top-dose-only effect, or another doubt; inactive = no such curve, though single readings can be large; an effect the other way counts as inactive or inconclusive. % is scaled to controls: 0 for no effect and ±100 for the full control effect; potency is read from the fitted curve at half-maximal effect.

SMILES	DT40 TDP1 no CPT	TDP1 cell CPT	KAT2A inh
CCCCCCCCNc1nc(Cl)nc(NCCN2CCOCC2)n1	-9%	-11%	-5%
COc1cc(CN2CCN(Cc3cccc(OC)c3OC)CC2)cc(OC)c1	-5%	3%	14%
Cc1nc2cc(NS(=O)(=O)c3ccccc3)ccc2n1C	?	?	4%
CCCCCCCCNC(=O)/C(C#N)=C/c1ccc2c(c1)OCCO2	-21%	-15%	-1%
COc1ccc(C(C)(O)c2nc(-c3ccc(Cl)cc3)cs2)cc1 (centres undefined)	?	?	.
CC1CCCCN1C(=O)COC(=O)c1ccc(N2CCCC2=O)cc1 (centres undefined)	-7%	-10%	0%
COC(=O)C1=C(C(=O)OC)[C@@H]2N(C)c3ccccc3[C@@]23C[C@@H](C(=O)OC)N(C(=O)c2ccco2)C3=N1	-12%	3%	.
CC(C)(CN1CCCC1)NS(=O)(=O)c1ccccc1	10%	-2%	-25%
Brc1ccc(-c2nnc3ccc(N4CCN(c5ccccc5)CC4)nn23)cc1	?	?	-13%
C[C@H](NC(=O)COc1ccc(Cl)cc1)C(=O)N1CCC2(CC1)NCCc1[nH]cnc12	0%	0%	-5%
CCCN(Cc1nc(-c2ccc(Cl)cc2)no1)CC1CCCO1 (centres undefined)	-25%	-24%	-6%
O=C(/C=C/c1cccs1)NC(=S)NNC(=O)c1ccccc1O	4.6µM*	5.2µM*	-10%
CCOc1ccc2[nH]c(C)c(CN3CCCCCC3)c(=O)c2c1	-21%	0%	2%
O=C(CCl)N1c2ccccc2SCC1c1ccccc1 (centres undefined)	3.3µM*	2.6µM*	-3%
CC(C)Cn1c(SCC(=O)Nc2cccnc2Cl)nnc1-c1ccco1	-5%	-3%	2%
Cc1ccc2nc(Cl)c(/C=N/n3c(C)nnc3C)cc2c1	21µM*	?	-5%
Cn1c(-n2cccc2)c(-c2c(-c3ccccc3)[nH]c3c2c(=O)n(C)c(=O)n3C)c(=O)n(C)c1=O	-11%	-5%	-11%
NS(=O)(=O)c1ccc(CCNC(=O)c2cc(-c3cc(Cl)ccc3O)n[nH]2)cc1	?	?	4%
CN(C)CCn1c2c(c(SCC(=O)Nc3ccc(F)cc3F)nc1=O)CCC2	-10%	3%	0%
O=C(O)C1CCCCN1S(=O)(=O)c1cccc2nsnc12 (centres undefined)	1%	-6%	20%
CCN(/N=C/c1ccc(N(C)C)cc1)c1nc2ccccc2[nH]1	?	?	-9%
COc1cccc(/C=N/n2c(-c3cc(C)[nH]n3)n[nH]c2=S)c1O	-14%	-2%	-2%
COc1cc(C)ccc1Oc1ccc([N+](=O)[O-])cc1	-23%	?	.
COc1cccc(CNC(=O)C2CCN(c3nc4ccc(Cl)cc4[nH]3)CC2)c1	?	21µM*	-4%
FC(F)(F)c1ccccc1-c1ccc2ncnc(NCCN3CCOCC3)c2c1	?	?	-2%
Cc1c(-c2nc(-c3ccccc3)no2)nnn1-c1ccc(F)c(Cl)c1	-20%	-10%	-2%
COc1cccc(-n2c(SCC(=O)N3CCOCC3)nc3c([nH]c4ccccc43)c2=O)c1	-18%	-12%	.
COC(=O)C(Cc1ccc(O)cc1)NC(=O)CCOc1ccc(OC)cc1 (centres undefined)	18%	6%	1%
Cc1ccc(S(=O)(=O)N(C)C[C@@H]2Oc3ccc(NC(=O)Nc4cccc5ccccc45)cc3C(=O)N([C@H](C)CO)C[C@H]2C)cc1	23µM*	?	-5%
CCOc1cc2[nH]c(=S)n(CCCN(CC)CC)c(=O)c2cc1OCC	-23%	-18%	-1%
CN(Cc1cccc(Cl)c1)C(=O)C1CSC2(C)CCC(=O)N12 (centres undefined)	21µM*	18µM*	-17%
COc1ccc(C(=O)CCC(=O)NCCc2c[nH]c3ccccc23)cc1OC	?	?	-3%
O=C(Nc1ccccc1NC(=O)c1ccco1)c1ccco1	26%	-9%	1%
Cc1cccc(NC(=O)Cn2c(=O)n(Cc3ccccc3)c(=O)c3oc4ccccc4c32)c1C	3.3µM*	4.6µM*	1%
CCOC(=O)[C@]12CCCC=C1N(CCc1ccc(OC)c(OC)c1)C(=O)[C@H](CC(=O)N1CCSCC1)C2	?	16µM*	.
COc1ccc2c(c1)OC[C@H]1[C@H]2N2C(=O)c3ccc(C)cc3NC(=O)[C@@]2(C)[C@H]1c1ccccc1	?	23µM*	-10%
COc1ccc(N2CCN(C(=O)CN3C(=O)NC(c4ccc(OC)cc4)(c4ccc(OC)cc4)C3=O)CC2)cc1	?	?	-1%
COCc1cc(=O)n2[nH]c(-c3ccccc3)cc2n1	-9%	3%	-4%
O=c1[nH]cc(C(F)(F)F)cc1NS(=O)(=O)c1ccccc1[N+](=O)[O-]	-19%	0%	0%
COc1ccc(N2CCN(C(=O)COC(=O)CCc3ccccc3OC)CC2)cc1	-18%	-2%	-1%
O=C(NCc1cccs1)C1CCCN1C(=O)NC1CCCCC1 (centres undefined)	1%	-4%	0%
CCOC(=O)c1c(S(=O)(=O)NCc2ccc(OC)cc2)c(C)n(C)c1C	2%	-2%	-3%
Cc1cc(NC(=O)c2ccc3c(c2)C(=O)N(CC(C)C)C3=O)no1	-8%	1%	-2%
Cc1ccc2oc(-c3ccc(NC(=O)CCC(=O)O)cc3)nc2c1	3%	2%	-4%
CC1Cc2cc(S(=O)(=O)CCC(=O)NCc3ccccc3Cl)ccc2N1C(=O)C1CC1 (centres undefined)	7.3µM*	7.3µM*	8%
Cc1ccc(-n2c(Cc3cccn3C)nnc2SCC(=O)NCc2ccco2)cc1	-24%	-21%	?
Cc1cc(C)n(CC(=O)N/N=C/c2ccc(C)o2)n1	5%	-14%	4%
COc1ccc(C(=O)NC2(C(F)(F)F)C(=O)N(Cc3ccco3)C3=C2C(=O)CC(C)(C)C3)cc1OC (centres undefined)	?	-18%	-5%
CCOC(=O)c1ccc(N=CC2=C(O)CC(C)(C)CC2=O)cc1	7%	0%	10%
CCN(C(=O)COC(=O)Cc1cccc2ccccc12)C1CCS(=O)(=O)C1 (centres undefined)	2%	3%	0%

Next part:
SMILES	DT40 TDP1 no CPT	TDP1 cell CPT	KAT2A inh
CC(C)(C)OC(=O)NCCc1onc(-c2ccccc2F)c1C(=O)O	4%	-18%	.
COc1ccc(Br)cc1CN(C)CC(=O)Nc1c(Cl)ccc(C)c1Cl	?	11%	-8%
CSCCC(NC(=O)c1ccccc1Cl)C(=O)NNC(=O)c1ccncc1 (centres undefined)	-1%	-3%	-3%
Cc1c(-c2ccc(OCCN3CCCCC3)cc2)c(=O)oc2ccc3ccccc3c12	-20%	10%	.
CC(C)CC(NS(=O)(=O)c1ccc2c(c1)oc(=O)n2C)C(=O)N1CC=C(c2ccccc2)CC1 (centres undefined)	-22%	-23%	-2%
COc1ccc(C(=O)N2CCN(c3ccc(C)cc3)CC2)cc1OC	?	?	-4%
COc1ccc(-n2c(=S)[nH]c3cc(C(=O)NCCCN4CCCC4=O)ccc3c2=O)cc1	1%	-7%	-10%
COC(=O)C1(C(=O)OC)Sc2ccccc2C1=O	-16%	-4%	2%
COc1ccccc1N1CCN(C(=O)C2CCN(S(=O)(=O)c3ccccc3F)CC2)CC1	23µM*	?	-15%
Cc1ccc(CCNC(=O)CC2Oc3ccc(C)cc3NC2=O)cc1 (centres undefined)	-11%	-14%	-9%

For reference, some entries already given.
SMILES	DT40 TDP1 no CPT	TDP1 cell CPT	KAT2A inh
CCCCCCCCNc1nc(Cl)nc(NCCN2CCOCC2)n1	-9%	-11%	-5%
COc1cc(CN2CCN(Cc3cccc(OC)c3OC)CC2)cc(OC)c1	-5%	3%	14%
Cc1nc2cc(NS(=O)(=O)c3ccccc3)ccc2n1C	?	?	4%
CCCCCCCCNC(=O)/C(C#N)=C/c1ccc2c(c1)OCCO2	-21%	-15%	-1%
COc1ccc(C(C)(O)c2nc(-c3ccc(Cl)cc3)cs2)cc1 (centres undefined)	?	?	.
CC1CCCCN1C(=O)COC(=O)c1ccc(N2CCCC2=O)cc1 (centres undefined)	-7%	-10%	0%
COC(=O)C1=C(C(=O)OC)[C@@H]2N(C)c3ccccc3[C@@]23C[C@@H](C(=O)OC)N(C(=O)c2ccco2)C3=N1	-12%	3%	.
CC(C)(CN1CCCC1)NS(=O)(=O)c1ccccc1	10%	-2%	-25%
Brc1ccc(-c2nnc3ccc(N4CCN(c5ccccc5)CC4)nn23)cc1	?	?	-13%
C[C@H](NC(=O)COc1ccc(Cl)cc1)C(=O)N1CCC2(CC1)NCCc1[nH]cnc12	0%	0%	-5%
CCCN(Cc1nc(-c2ccc(Cl)cc2)no1)CC1CCCO1 (centres undefined)	-25%	-24%	-6%
O=C(/C=C/c1cccs1)NC(=S)NNC(=O)c1ccccc1O	4.6µM*	5.2µM*	-10%

The list goes on:
SMILES	DT40 TDP1 no CPT	TDP1 cell CPT	KAT2A inh
O=C(COC(=O)/C=C/c1cccc(Cl)c1)NCc1cccs1	-4%	1%	-3%
CC(=O)c1ccc(NC(=O)CN2CCN(S(=O)(=O)c3ccc4ccccc4c3)CC2)cc1	?	?	-3%
Cc1cccc(NC(=O)c2sc3nc(N)c(C#N)cc3c2N)c1	?	?	-5%
Cc1nn(-c2ccccc2)c2c1/C(=N/O)CC(C)(C)C2	-15%	3%	-5%
O=C(Cn1nc(C(F)(F)F)c2c1CCCC2)NCc1ccco1	-4%	-4%	-3%
O=C(Nc1ccc(-c2nc3ccccc3s2)cc1)c1cc(-n2cnnc2)ccc1Cl	13µM*	23µM*	0%
O=C(NCc1ccccn1)c1cc(-c2ccccc2)nc2ccccc12	-3%	5%	-3%
CC1(C)C(c2ccco2)=[N+]([O-])C2(CCCCC2=O)N1O (centres undefined)	10%	0%	-1%
CCc1ccccc1N(C)C(=O)c1ccc2c(=O)n3c(nc2c1)CCCCC3	?	?	-5%
CNC(=S)N/N=C(\C)c1ccc(N2CCOCC2)cc1	?	?	-3%
CCCN(CCC)CCCNC(=O)c1cc2c(=O)[nH]c3ccccc3c2s1	-6%	35%[activator]	0%
Cc1ccc2c(c1)c(=O)c1ccccc1n2CCCC(=O)Nc1c(F)cccc1F	-17%	-5%	-7%
O=C(O)/C=C/C(=O)Nc1ccc(S(=O)(=O)Nc2nccs2)cc1	2%&-4%	-1%&-3%	-17%&3%
COc1cccc(-c2noc(CCC(=O)N3CCN(c4cc(C)ccc4C)CC3)n2)c1	-18%	-28%	-7%
Cn1c(=N)n(CC(=O)c2cccs2)c2ccccc21	-22%	?	-1%
Fc1ccccc1CN1CCCN(C(=S)Nc2cccc(Cl)c2)C1	?	?	-4%
CCOc1ccc(Cl)cc1S(=O)(=O)NCc1cccnc1	-4%	5%	-4%
CCOC(=O)c1sc(C)c2c1NC(C)(c1cccc3ccccc13)NC2=O (centres undefined)	?	26µM*	-16%
COc1ccc(NC2=NC3(CCCCC3)N=C(N)N2)cc1	-22%	-14%	0%
CC(Sc1nc(C2CC2)n(-c2ccccc2)n1)C(=O)c1c(N)n(C)c(=O)n(C)c1=O (centres undefined)	-9%	3%	-8%
Cn1cccc1C(=O)N1CCC2(CCCN(c3ccccc3)C2)CC1	?	?	-12%
COCCN=c1scc(-c2cc(OC)ccc2OC)n1/N=C/c1c[nH]c2ccccc12	?	?	-19%
Cc1cc(F)ccc1C(O)c1ncc(-c2cccc3ccccc23)[nH]1 (centres undefined)	?	?	.
O=C(CSc1nc2ccccc2c(=O)n1CCC(=O)N1CCN(c2ccccc2)CC1)NCC1CCCO1 (centres undefined)	-16%	-8%	-4%
Cc1cccc(NC(=O)c2oc3c(c2C)C(=O)CC(C)(C)C3)n1	5.2µM*	12µM*	0%
COc1ccccc1NC(=O)CN(c1ccccc1C)S(C)(=O)=O	-4%	3%	-7%
CCc1ccc(N(CC)C(=O)c2cn(C)c(=O)c3ccccc23)cc1	-4%	12%	-7%
CCN(CC)CCC(O)(c1ccccc1)C1CCCCC1 (centres undefined)	9%	-2%	-9%
Cc1cc(C)c[n+](-c2nc3ccccc3nc2C(=C=[N-])C#N)c1	12%&-1%	6%&-10%	-9%&0%
Cn1nc(C(=O)NNc2c(F)c(F)cc(F)c2F)c2ccccc2c1=O	1.5µM*	-16%	-2%
COc1ccc(OCCOC(=O)Nc2ccccc2)cc1	-27%	-16%	-5%
CCCCN(C(=O)c1ccccc1OCc1ccc(F)cc1)c1c(N)n(CC(C)C)c(=O)[nH]c1=O	?	?	?
Cn1c(SCC(=O)NC2CCCCC2)nnc1C(F)(F)F	5%	1%	.
Cc1ccc2c(c1)C(=O)c1c(C(=O)O)cccc1-2	?	2%	-7%
O=C1NC(=O)/C(=C/c2ccc(N3CCOCC3)o2)N1	-3%	-2%	-18%

Source: PubChem (National Center for Advancing Translational Sciences (NCATS))

Some of the compounds tested; rates above refer to the full screens.
